CaV13 ICDI inh – Disruptors of the CACNA1D IQ motif to Ca2+-dependent inactivation inhibitor domain association, primary screening, Förster resonance energy transfer in intact living …. HEK cells, CFP/YFP FRET ICDI-IQ, plate reader, 10 min; percent FRET-ratio fall versus neutral wells. inhibition, % at 12.3 µM. hit rate 0.098% among 340,000;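 active means mean replicate inhibition of at least 30% and at least 1% of replicates passing that level; inconclusive means only one of the two criteria is met; inactive means neither criterion is met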;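 further: 0% = median of the neutral control wells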
Cardio protect – cardioprotection against H2O2-induced cell death, primary screen, uHTS, H9c2 cells, ATPLite luminescence. hit rate 0.63% among 360,000. H9c2 cardiomyocytes, H2O2 injury protection, 2 h. protection from H2O2 cell death, % at 20 µM;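 active means compounds giving at least 50% protection of heart cells from peroxide-induced death in the single-dose screen, raw or plate-pattern-corrected value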;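 further: 0% = DMSO wells with peroxide and 100% = DMSO wells without peroxide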
Vif inh – HIV Vif self-association inhibitors, primary screen, imaging, HEK293T, single point; HEK293T cells, Vif self-association by quenched fluorescence, 24 h; inhibition, % at 7.49 µM; hit rate 0.35% among 340,000; AID 602346, 2012; in the data active means inhibition above about 50%, passing the limit was not always enough; inconclusive means no clear call, values can overlap the other calls; inactive means below about 31%; further: some results filed as inactive read as strong as hits
PDI inh – inhibitors of human PDI, primary screen, biochemical, turbidity, single point, plate reader; inhibition, % at 10 µM; AID 588391, 2011; hit rate 0.052% among 350,000; Protein disulfide-isomerase (Homo sapiens), P07237; PDI insulin aggregation turbidity, A650, 90 min;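 active means mean inhibition across replicates of 30% or more, whatever share of single replicates reach that level; inconclusive means mean inhibition below 30% while every single replicate reaches 30%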;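 further: absorbance from insulin aggregation driven by PDI reduction with DTT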
Target sequence (P07237 whole entry, looked up): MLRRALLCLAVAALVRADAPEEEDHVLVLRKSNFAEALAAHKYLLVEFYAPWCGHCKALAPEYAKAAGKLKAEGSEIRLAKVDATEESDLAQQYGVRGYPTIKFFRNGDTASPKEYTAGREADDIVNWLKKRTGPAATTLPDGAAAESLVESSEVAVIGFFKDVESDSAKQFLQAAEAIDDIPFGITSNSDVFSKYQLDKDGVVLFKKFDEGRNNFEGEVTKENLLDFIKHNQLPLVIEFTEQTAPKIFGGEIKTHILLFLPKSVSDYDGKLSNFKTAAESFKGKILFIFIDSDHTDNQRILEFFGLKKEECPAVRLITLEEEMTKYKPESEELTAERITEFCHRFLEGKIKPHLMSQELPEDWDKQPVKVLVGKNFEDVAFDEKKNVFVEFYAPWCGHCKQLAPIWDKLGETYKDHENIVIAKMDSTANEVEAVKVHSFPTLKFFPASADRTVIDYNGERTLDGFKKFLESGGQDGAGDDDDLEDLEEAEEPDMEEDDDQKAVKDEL
HTR2A ag – mouse Htr2a agonists via beta-arrestin recruitment, primary screen, cell-based, luminescence. activation, % at 7.6 µM. AID 624169, 2012. CHO-K1 mHTR2A beta-arrestin complementation; percent of 30 µM serotonin response. hit rate 0.66% among 360,000. 5-hydroxytryptamine receptor 2A (Mus musculus), P35363;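 active means activation above a run cutoff, the mean activation of all tested compounds plus 3 SD, cut at about 14% in these data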;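 further: 0% = plate median of compound wells and 100% = 30 µM serotonin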
Target sequence (P35363 whole entry, looked up): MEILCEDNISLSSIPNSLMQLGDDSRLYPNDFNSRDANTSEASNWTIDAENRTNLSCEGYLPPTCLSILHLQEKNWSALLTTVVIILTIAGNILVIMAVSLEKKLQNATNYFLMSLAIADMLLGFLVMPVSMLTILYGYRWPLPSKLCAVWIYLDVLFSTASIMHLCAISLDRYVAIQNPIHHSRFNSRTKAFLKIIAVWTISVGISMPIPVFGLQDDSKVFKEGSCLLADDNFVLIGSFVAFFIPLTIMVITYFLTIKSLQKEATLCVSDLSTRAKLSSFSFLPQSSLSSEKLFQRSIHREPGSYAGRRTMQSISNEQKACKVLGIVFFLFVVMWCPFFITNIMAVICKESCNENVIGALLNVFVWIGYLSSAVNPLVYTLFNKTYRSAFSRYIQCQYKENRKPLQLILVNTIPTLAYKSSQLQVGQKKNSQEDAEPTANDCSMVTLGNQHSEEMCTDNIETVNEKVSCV
ABCB6 inh 2 – ABCB6 transporter inhibitors, primary screen, K562-ABCB6 cells, flow cytometry, MLPCN library | ATP-binding cassette sub-family B member 6 (Homo sapiens), Q9NP58 | K562-ABCB6 porphyrin accumulation, 1 h; hits give low values | fluorescence ratio to DMSO, % at 10 µM | hit rate 0.19% among 360,000;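 active means fluorescence ratio to DMSO below 75%, the collection mean minus 3 SD; inconclusive means too few cells collected in the well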;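 further: signal is porphyrin accumulated inside mitochondria; 100% equals median channel fluorescence of DMSO control wells; lower ratio means ABCB6 inhibition with less porphyrin fluorescence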
MC4R antagonist – MC4R antagonists of cAMP signaling, primary screen, cell-based, TR-FRET, antagonist arm of biased-ligand search; MC4R-expressing cells, MTII-stimulated cAMP, LANCE TR-FRET; inhibition, % at 6.5 µM; hit rate 0.48% among 360,000;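 active means inhibition above its plate's cutoff, the mean of tested wells on that plate plus 3 SD, cut at about 29% in these data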;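 further: 0% = Melanotan II alone and 100% = Melanotan II plus saturating MCL0020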
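Test system: U2OS cells stably expressing human melanocortin 4 receptor (MC4R); also added: Melanotan II challenge; compound: 6.5 µM single dose; timing: 30-min compound preincubation, 1-h Melanotan II challenge, 1-h detection, room temperature; signal: Eu-cAMP/anti-cAMP TR-FRET, emission 671 nm; repeats: one well per compound, no replicates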
aDG glyco act – activators of alpha-DG glycosylation, primary screen, uHTS, Pro5-aDG cells, AlphaScreen; alpha-DG glycosylation AlphaScreen (IIH6); 0% Pro5, 100% B10-LARGE cell signal; activation, % at 10 µM; hit rate 0.22% among 360,000; AID 624168, 2012;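 active means activation of at least 8% versus controls, or a plate z-score of at least 8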;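 further: Pro5 are CHO cells carrying HIG-tagged alpha-DG that lacks glycosylation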
MC4R barr agon – MC4R agonists recruiting beta-arrestin, primary screen, cell-based, luminescence, agonist arm of biased-ligand search | activation, % at 8.9 µM | U2OS MC4R beta-arrestin complementation; percent of melanotan II response, DMSO zero | hit rate 0.98% among 360,000 | Melanocortin receptor 4 (Homo sapiens), P32245 | AID 540308, 2011;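 active means activation above a per-plate cutoff, the mean activation of sample wells on that plate plus 3 SD, cut at about 8% in these data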
N-glyco inh – increase of ERlucT glycosylation luciferase signal, primary screen, N-linked glycosylation inhibitor project, D54 ERlucT cells, luminescence, set 2. D54 ERlucT glycosylation luciferase reporter, 24 h; percent of 100 nM tunicamycin response. reporter increase, % at 12.5 µM. hit rate 0.23% among 360,000. AID 588692, 2011;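 active means mean luciferase reporter signal, scaled so untreated is 0 and the glycosylation-blocking control 100, at or above a set limit in every replicate; inconclusive means mean reaches the limit but not every replicate does; inactive means mean below the limit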;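 further: luciferase carries N-glycosylation sites so blocking glycosylation raises the light; 0% = median of neutral control wells and 100% = median of 100 nM tunicamycin wells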
* hit, by the source's call; u = inconclusive; x = not tested or not shown.

SMILES	CaV13 ICDI inh	Cardio protect	Vif inh	PDI inh	HTR2A ag	ABCB6 inh 2	MC4R antagonist	aDG glyco act	MC4R barr agon	N-glyco inh
Cc1ccc(S(=O)(=O)N2[C@@H](c3ccc(C(C)(C)C)cc3)C(C(=O)O)=CC[C@H]2c2ccc(C(C)C)cc2)cc1	-7	-31	x	-3	10	92	9	0.0	20*	-2
CCOC(=O)N1CCN(C(=O)c2ccc3c(c2)N(Cc2ccc(F)cc2)CCS3)CC1	-6	-19	-11	x	-6	100	15	-0.1	1.7	-3
COc1ccc(S(=O)(=O)CC(=O)Nc2nnc(C(F)(F)F)s2)cc1	-6	2	-2	2	-3	102	10	-0.1	-3.8	7
COc1ccc(-n2c(C)c3c(OC)cccc(=O)c3c2C)cc1	x	42	x	0	-1	93	6	0.1	-2.1	-3
Cc1ccc(C(=O)C2=C(O)C(=O)N(c3ncccn3)C2c2ccccc2F)o1 (stereo unspecified)	-3	7	-1	6	5	106	-2	-0.2	-1.3	5
O=[N+]([O-])c1cccc(-c2csc(Nc3ccccc3)n2)c1	-1	-8	-9	-5	-1	91	8	0.5	-0.1	2
Cc1cc(S(=O)(=O)Nc2nc(CN3CCOCC3)nc3sc4c(c23)CCC4)ccc1F	-7	-7	-17	5	3	103	15	-0.5	-1.3	2
COC(C(=O)Nc1ccnn1C1CCN(C(=O)c2ccc(C)cc2)CC1)c1ccccc1 (stereo unspecified)	-3	2	-5	2	6	97	6	6.4	-2.9	1
Fc1cccc2sc(N3CCCC3)nc12	-2	-5	10	5	2	96	-1	0.1	-1.5	0
COC(=O)c1ccc(COC(=O)c2ccc(CS(=O)(=O)c3ccc(C)cc3)cc2)cc1	x	-12	1	4	4	105	3	-0.7	0.6	5
Cc1ccccc1C(=O)N1CCCC(N2CCN(Cc3ccc4c(c3)OCO4)CC2)C1 (stereo unspecified)	-5	-2	9	-10	-6	99	6	-0.1	-1.0	2
COc1cccc(CN2CC(C(=O)N3CCCCCCC3)CCC2=O)c1 (stereo unspecified)	-14	0	7	-5	-6	100	9	-0.3	-1.8	0
CCOC(=O)C1=C(C)NC(=S)NC1c1ccc(-c2ccc(Cl)cc2)o1 (stereo unspecified)	-5	-19	-11	-5	-2	102	18	0.4	3.5	-1
Cc1ccccc1-n1nnnc1SCC(=O)c1c(N)n(C)c(=O)n(C)c1=O	-5	0	3	1	1	95	9	-0.1	-2.5	3
COc1ccc(CC(=O)Nc2ccc(-c3noc(COc4ccccc4C)n3)cc2)cc1	-6	-9	-13	-7	-2	109	11	0.0	3.3	0
Cc1sc2ncn(CC(=O)NCCCN3CCC(C)CC3)c(=O)c2c1S(=O)(=O)N1CCC(C)CC1	-2	-1	-9	9	5	96	-2	-0.1	-0.7	2
COc1cc2nc(N(CCCN(C)C)C(=O)c3ccc(S(=O)(=O)N(C)C4CCCCC4)cc3)sc2cc1OC	-5	-3	8	-3	-4	90	1	0.2	0.0	-4
CN(C)c1ccc(-c2csc(C(O)c3ccccc3)n2)cc1 (stereo unspecified)	-5	-19	-2	-1	-6	91	5	0.4	-2.0	-6
NNC(=S)NCc1ccco1	-5	8	13	1	-2	98	4	0.8	0.8	0
O=C(CN1C(=O)C(=O)N(Cc2ccco2)C1=O)c1c[nH]c2ccccc12	-14	5	0	6	-1	105	19	-0.1	-0.7	-2
Cc1ccc(C(=O)N/C(=C/c2ccc(F)cc2)C(=O)NCc2ccncc2)cc1	5	9	-2	-5	1	102	-4	0.1	0.0	2
O=C(CCN1C(=O)c2cccc([N+](=O)[O-])c2C1=O)Nc1nccs1	-7	4	2	4	-1	102	8	-0.1	-0.9	2
O=C1CC(C(=O)N2CCN(c3ccccc3Cl)CC2)CN1Cc1ccccc1 (stereo unspecified)	-5	4	2	1	-4	99	6	-0.2	0.6	0
Cc1cccc(NS(=O)(=O)c2ccc(C)c(C(=O)NNC(=O)c3csc(N4CCOCC4)n3)c2)c1	-14	-6	u	-7	-4	102	3	-0.3	0.2	-1
Cc1nn(Cc2cccc(C(=O)NN)c2)c(C)c1Cl	-5	0	-1	-1	-5	96	-1	0.0	0.7	1
O=C(CC1Nc2ccccc2NC1=O)NCCCN1CCCCCC1 (stereo unspecified)	x	2	0	11	4	104	8	-0.1	1.0	-1
CN(CC(=O)Nc1cc(S(=O)(=O)N2CCOCC2)ccc1Cl)C1CCS(=O)(=O)C1 (stereo unspecified)	-5	0	8	3	6	98	5	-0.1	2.2	0
COc1ccc(N2C(=O)C(CC(N)=O)N(NC(=O)CCc3ccccc3)C2=O)cc1 (stereo unspecified)	-5	0	-3	2	-1	98	18	0.4	1.8	4
Cc1ccc(-c2csc(NC(=O)c3ccno3)n2)cc1	-5	-7	34	4	-2	98	13	0.1	-1.5	1
Cc1ccc(/C=C/C(=O)NC2CCS(=O)(=O)C2)cc1 (stereo unspecified)	1	-4	4	1	3	91	8	0.0	-2.5	3
CCOc1ccc(N(C)C(=O)CCc2nnc3ccc(NCc4ccco4)nn23)cc1	-3	-9	-1	7	-2	101	-4	0.4	-0.3	2
C/C(=N\NC(N)=O)c1ccccc1Cl	-4	1	1	0	-4	98	3	0.0	-0.8	2
Cc1c(C(=O)Nc2ccc(Cl)cc2)c2ccccn2c1C(=O)c1ccc([N+](=O)[O-])cc1	x	-4	-12	-3	2	94	-1	-0.1	-0.5	-2
CCOC(=O)c1cn(-c2ccccc2)nc1-c1cccnc1	-4	2	1	-5	1	103	4	-0.3	-0.6	1
COc1ccc(CCNC(=O)Cn2c(=O)n(-c3ccc(F)cc3F)c(=O)c3sccc32)cc1OC	-2	4	-4	5	9	98	12	0.0	0.2	1
Cc1ccc(C2=NC3(CCCC3)N=C2SCC(=O)Nc2ccc3c(c2)OCCO3)cc1	-4	10	-6	x	-4	95	11	0.0	0.3	2
CCc1ccccc1NC(=O)CNC(=O)CCc1nc2sc3c(c2c(=O)[nH]1)CCCC3	-3	0	0	0	1	100	11	0.0	-1.2	1
NCCCC[C@@H]1NC(=O)c2cc([N+](=O)[O-])cc(F)c2NCCCC[C@@H](C(N)=O)NC(=O)CNC1=O	u	-18	x	-1	-2	97	4	0.2	-2.6	2
CC1=C(C#N)C(=O)NC1(C)O (stereo unspecified)	-5	-2	-6	-7	-5	97	6	0.0	-2.1	1
CCCN1C(=O)SC(CC(=O)Nc2ccc(C)cc2)C1=O (stereo unspecified)	x	4	x	9	1	104	13	0.3	-1.3	-2
O=C(NCc1ccco1)c1cccc(Br)c1	-4	0	2	-4	-4	105	9	-0.2	-2.4	-1
CC1(C(=O)NS(=O)(=O)c2ccc(Cl)cc2)CCN1C(=O)c1ccco1 (stereo unspecified)	-6	-3	-6	-40	3	98	3	-0.4	-0.6	1
O=C1CC(Cc2ccc(Cl)cc2)C(=O)N1c1ccccn1 (stereo unspecified)	x	-2	11	-2	0	73*	0	0.0	-0.8	-1
COc1ccc(Cl)cc1C(=O)Nn1cnnc1	8	5	4	-6	4	98	0	0.1	-0.1	-2
COc1cccc(CNC(=O)C(=O)NCCC2CCCCN2S(=O)(=O)c2ccc(C)cc2)c1 (stereo unspecified)	-14	-3	-1	-3	0	97	-3	0.4	3.0	5
Cc1ccc(S(=O)(=O)N2CCN(C(=O)COC(=O)c3nc(Cl)ccc3Cl)CC2)c(C)c1	-7	-3	-2	0	7	97	-1	0.2	-0.7	1
O=C(CCNC(=O)c1ccc(Cl)cc1)Nc1nc2ccccc2[nH]1	-6	0	-1	9	-2	91	-3	0.1	-2.1	1
CCC(CC)C(=O)Nc1ccc([N+](=O)[O-])cn1	-5	-6	4	-1	1	101	-1	0.2	1.7	1
COC(=O)N/N=C/c1ccc(-c2ccccc2Cl)o1	-5	5	0	-5	-7	101	-11	-0.1	0.6	1
COc1cc(C2SCC(=O)N2CCc2ccc(OC)c(OC)c2)ccc1O (stereo unspecified)	-5	2	-11	-8	2	106	1	-0.1	2.0	-1
O=C(CSc1nc(-c2ccco2)cc(C(F)(F)F)n1)N1CCSCC1	x	-12	-5	3	4	116	3	1.0	-2.2	-3
COc1cc(C)nc(N2CCCC(C(=O)Nc3cccc(Cl)c3Cl)C2)n1 (stereo unspecified)	0	-2	-6	-9	-3	88	-2	0.2	3.2	2
COc1ccc(-c2nnc(SCC(=O)Nc3cccnc3Cl)n2C)cc1	-2	2	-3	1	-4	98	15	-0.3	-2.3	1
CCn1c(CNC(=O)c2cccs2)n[nH]c1=S	-5	0	3	12	7	108	5	-0.3	-2.6	1
CCc1noc(C)c1C(=O)Nc1ccc(Cl)c(S(=O)(=O)N2CCCCC2)c1	-1	-5	-3	-4	0	100	2	0.1	-0.9	-3
CC1=C(C(=O)OCc2ccccc2)C(c2ccccc2[N+](=O)[O-])NC(=O)N1C (stereo unspecified)	-6	-1	2	6	-2	103	7	0.0	-2.5	1
Cc1nnc(NC(=O)CCn2c(=O)oc3ccc(Cl)cc32)s1	-2	13	6	2	4	104	5	-0.3	-1.0	2
c1ccc(Nc2cccc3c(Nc4ccccc4)cccc23)cc1	-3	-15	3	1	-3	102	7	-0.2	2.3	-6
Cc1c(C(=O)Nc2cccc(S(=O)(=O)N3CCOCC3)c2)oc2ccc(Br)cc12	-8	-4	-15	-4	2	100	6	0.2	1.8	-3
N#Cc1ccc(CSCC(=O)NN=C2CCCC2)cc1	-2	0	x	3	-5	101	-2	-0.1	-1.4	1
COc1cccc(CCNC(=O)c2ccc(C#N)cc2)c1	-2	-2	16	0	5	100	14	-0.3	-0.1	0
